Source: PubChem (several laboratories)
SR-BI DiI-HDL act – SR-BI HDL lipid transfer activation; activation, % at 12.5 µM; AID 504775; CHO ldlA[mSR-BI] cells, DiI-HDL uptake fluorescence, 3 h; 100 = double the neutral-control signal; 0.096% of 320,000 active;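 active means mean replicate activation of at least 60% and every replicate at or above 60%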;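 further: 0% = median plate neutral-control signal and 100% = twice that signal; values of inactives mirror those of a sister screen read the other way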
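Test system: SR-BI-overexpressing, LDLR-lacking CHO cells; Also added: labelled HDL, 10 µg/mL; Measured by: bottom-read cell fluorescence after medium removal, ex 550/em 595 nm; Timing: 3 h uptake period with compound, 37 °C; Buffer or medium: F12, 0.5% BSA, 25 mM HEPES; Doses: single compound concentration, delivered by pin transfer.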
SUMO Mot1 rescue – blocks SUMOylation pathway, rescuing yeast Mot1-301 growth. S. cerevisiae Mot1-301 growth rescue, ATP luminescence, 38.5C; percent above DMSO median, 100 means doubled. growth rescue, % at 18.8 µM. 1% of 320,000 active. AID 2716;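 active means every valid replicate shows activation above 250% relative to neutral control wells; inactive means the rest, any valid replicate at or below 250%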;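 further: OY570 slx delta 5 strain wells were the positive control but not used for scaling; some compounds called inactive have numbers as strong as hits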
NSD2 HMT inh – NSD2 (human) methyltransferase inhibition | O96028 | NSD2 peptide methylation, AlphaScreen, 120 min | inhibition, % at 12.5 µM | 0.54% of 310,000 active; in the data active means inhibition above about 50%
DSG3 Ab inh – human desmoglein-3 autoantibody binding inhibition | AID 588358 | DSG3-coupled beads, scFv-anti-DSG3-GFP binding, flow cytometry; hits give low values | 0.48% of 310,000 active | binding (percent of control), % at 10 µM;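 active means binding more than 3 SD below its plate's average and above zero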;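 further: hits lower antibody fragment binding to DSG3; some compounds called inactive have numbers as strong as hits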
PKA-R1A activ – activators of PKA-R1A complex | P00514+P68181 | PKA-R1A dissociation, Cy5-IP20 fluorescence polarization; scaled: DMSO 0%, 113 µM cGMP 100% | activation, % at 11.4 µM | 0.083% of 340,000 active | AID 504707;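 active means percent activation above the mean of all tested compounds plus 3 SD, cut at about 19% in these data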;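 further: higher means more PKAc released from R1A so a rise in polarization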
CDK5 inh – inhibitors of human CDK5/p35 kinase; inhibition, % at 10 µM; AID 488839; 0.01% of 330,000 active; Recombinant CDK5/p35, ADP-Glo luminescence, 60 min; Q00535+Q15078;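 active means highest replicate inhibition of at least 50% and at least 75% of replicates reaching 50%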;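 further: plate controls were DMSO neutral control for no effect and GW8510 at 10 µM for full effect; many of its hits are not listed in these tables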
Target sequence (Q00535 whole entry, looked up): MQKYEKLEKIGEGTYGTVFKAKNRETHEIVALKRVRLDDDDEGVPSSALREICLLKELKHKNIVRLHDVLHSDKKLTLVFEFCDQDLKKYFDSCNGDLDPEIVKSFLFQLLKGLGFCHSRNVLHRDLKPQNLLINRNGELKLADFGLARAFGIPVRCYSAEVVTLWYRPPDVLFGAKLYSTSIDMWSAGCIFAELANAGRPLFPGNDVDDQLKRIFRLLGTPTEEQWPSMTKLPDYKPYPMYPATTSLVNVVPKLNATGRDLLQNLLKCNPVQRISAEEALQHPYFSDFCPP
Target sequence (Q15078 whole entry, looked up): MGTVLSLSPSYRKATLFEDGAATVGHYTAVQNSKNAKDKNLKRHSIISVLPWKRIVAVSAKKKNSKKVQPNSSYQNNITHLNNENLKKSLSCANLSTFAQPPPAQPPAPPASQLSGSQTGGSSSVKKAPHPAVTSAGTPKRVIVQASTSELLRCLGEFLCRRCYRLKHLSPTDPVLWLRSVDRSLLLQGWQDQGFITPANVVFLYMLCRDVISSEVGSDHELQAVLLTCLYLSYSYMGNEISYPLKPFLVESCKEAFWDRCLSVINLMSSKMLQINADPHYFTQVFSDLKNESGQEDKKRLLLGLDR
PKA-R2B activ – PKA-R2B complex activation. activation, % at 11.4 µM. 0.079% of 340,000 active. PKA-R2B holoenzyme dissociation, Cy5-IP20 fluorescence polarization; R2B truncated from residue 108, S112A mutant; 0% DMSO only, 100% 113 µM cGMP. P22694+P31323;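 active means activation above a cutoff set at the mean over all compounds plus 3 SD, cut at about 18% in these data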;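 further: higher means more holoenzyme dissociation and a rise in polarization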
Target sequence (P31323 whole entry, looked up, other chains not shown, the tested form may be a part): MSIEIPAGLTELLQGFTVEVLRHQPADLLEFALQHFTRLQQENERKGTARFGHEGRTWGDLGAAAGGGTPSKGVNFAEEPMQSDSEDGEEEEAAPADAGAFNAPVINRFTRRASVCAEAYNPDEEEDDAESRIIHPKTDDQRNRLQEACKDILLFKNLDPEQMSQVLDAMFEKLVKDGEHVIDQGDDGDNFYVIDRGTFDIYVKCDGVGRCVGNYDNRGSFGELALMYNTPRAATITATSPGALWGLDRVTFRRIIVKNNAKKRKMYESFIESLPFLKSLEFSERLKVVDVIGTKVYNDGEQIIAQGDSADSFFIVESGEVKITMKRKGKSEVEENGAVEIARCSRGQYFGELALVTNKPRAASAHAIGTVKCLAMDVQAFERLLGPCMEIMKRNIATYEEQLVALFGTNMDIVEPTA
SR-BI DiI inh – inhibitors of mouse SR-BI mediated HDL lipid uptake | Q61009 | ldlA[mSR-BI] CHO cells, DiI-HDL uptake fluorescence, 3 h | inhibition, % at 12.5 µM | 0.96% of 320,000 active | AID 488896;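 active means mean replicate inhibition of at least 70% and a set share of replicates each scoring 70 or more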;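 further: 0% = median of neutral control wells and 100% = median of positive control wells; values of inactives mirror those of a sister screen read the other way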
dFosB act – mouse delta FosB homodimer activation; P13346; purified delta FosB, TAMRA-CDK5 oligo fluorescence polarization; percent of positive-control signal above neutral wells; activation, % at 25 µM; 0.99% of 340,000 active;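 active means mean activation above about 17%, with every replicate also reaching it, limit read from the data, passing the limit was not always enough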;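 further: fluorescence polarization rise as delta FosB binds a TAMRA Cdk5 AP-1 oligo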
Arrestin-AP2 inh – inhibitors of human beta-arrestin and AP2 interaction; inhibition, % at 10 µM; 0.31% of 340,000 active; FITC-arrestin peptide / GST-AP2 beads, flow cytometry; AP2 beta2 appendage carries R879A mutation; AID 504490;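 active means inhibition above a set limit, near 3 SD of compounds lacking own fluorescence, cut at about 54% in these data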;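 further: plate controls were DMSO wells for no effect and 5 µM unlabelled arrestin peptide for full effect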
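System: GST-AP2 R879A bound to glutathione beads, E. coli-expressed. Also added: 50 nM FITC-arrestin peptide. Schedule: compound with beads 12 min RT, then probe 1 h RT. Signal: bead flow cytometry, FITC channel. Read-out basis: percent response.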
MITF TRPM1 HTS – increases MITF-driven TRPM1 promoter luciferase signal. 0.75% of 300,000 active. SK-MEL-5 TRPM1-promoter luciferase, 24 h; % of positive control, neutral wells = 0. activation, % at 12.5 µM. AID 588334;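 active means mean activation of at least 80% with every replicate also reaching 80%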;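 further: 0% = neutral control wells and 100% = parthenolide positive control wells; values of inactives mirror those of a sister screen read the other way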
The depositor's hits bear a star; / = no result given.

SMILES	SR-BI DiI-HDL act	SUMO Mot1 rescue	NSD2 HMT inh	DSG3 Ab inh	PKA-R1A activ	CDK5 inh	PKA-R2B activ	SR-BI DiI inh	dFosB act	Arrestin-AP2 inh	MITF TRPM1 HTS
O=C(Nc1ccc(F)c(F)c1)NC1CCCCC1	34	1	-2	108	-5	-0.2	3	-34	5	-8	39
Cc1ccnc(SCC(=O)Nc2sc3c(c2C#N)CCC(C(C)(C)C)C3)n1 (configuration not stated)	-26	50	2	100	6	2.8	-1	26	-2	-3	-5
CCC1C(=O)N(c2nc(C)cc(C)n2)N=C1C (configuration not stated)	-30	-4	-5	106	3	-3.0	5	30	-7	-1	2
CC(C)N(CCn1c(SCC(=O)N2CC(=O)Nc3ccccc32)nc2ccccc2c1=O)C(C)C	24	-12	3	110	0	-1.2	1	-24	-1	14	11
CC(=O)c1cccc(NC(=S)NNC(=O)c2ccc(C)c([N+](=O)[O-])c2)c1	-49	-16	-2	101	-8	-0.2	-1	49	-13	12	-1
Cc1nc2ccccn2c1C(=O)C(=O)Nc1cc(F)ccc1F	7	10	-3	106	3	-3.6	-2	-7	-4	9	19
Cc1ccc(-n2ncc3c(=O)n(Cc4ccccn4)cnc32)cc1C	-2	-1	0	104	4	-0.8	4	2	-4	5	13
FC(F)(F)C1CCCN(c2nsc3ccccc23)C1 (configuration not stated)	-22	155	/	59*	2	4.1	-12	22	1	7	-18
COc1cc(/C=C(\C#N)c2nnc(N3CCOCC3)n2-c2ccccc2)ccc1O	12	-21	/	84	-15	0.7	-10	-12	-5	10	-9
CCOC(=O)c1c(C)[nH]c(C(=O)COC(=O)/C=C/c2ccc(O)c(OC)c2)c1C	-42	-1	-2	115	-21	-0.2	-17	42	15	0	-6
COc1ccc(OC)c(NC(=O)CSc2nnc(NC(=O)c3ccco3)s2)c1	15	-3	0	102	4	3.0	-4	-15	1	-7	2
CCN(CC)CCn1c(/N=C/c2cc(Br)ccc2O)nc2ccccc21	-5	41	10	126	8	0.5	-5	5	1	-6	-15
CCOc1ccccc1OCC(=O)Nc1ccc(N2CCCCC2)cc1	-35	-15	2	110	-5	-0.7	3	35	-5	1	8
Cc1ccc2nc(Br)c3c(c2c1)OC(CBr)C3 (configuration not stated)	-35	-19	-12	96	-18	0.2	-8	35	-8	24	-3
O=C(Nc1ccncc1)c1ccc2ccccc2c1	-7	82	2	102	-1	0.0	0	7	-15	9	55
Cc1nn(S(=O)(=O)c2cccc([N+](=O)[O-])c2)c(C)c1Br	-12	-17	1	102	4	1.1	7	12	-5	-1	-18
Cc1nnsc1C(=O)Nc1cc(Cl)ccc1Cl	-4	308	-1	104	-6	-0.9	-8	4	-1	-6	/
CCOC(=O)CN(C(=O)CNC(=O)c1cccs1)C(C(=O)NC1CCCC1)c1ccncc1 (configuration not stated)	2	2	3	104	-8	1.5	6	-2	3	-14	5
CCOc1ccc(S(=O)(=O)/N=C(\N)c2ccccc2)cc1	/	-24	-6	97	-5	-0.6	-5	/	-5	20	0
COc1ccc(OC)c(S(=O)(=O)N2CCCC(C(=O)NCc3ccncc3)C2)c1 (configuration not stated)	/	1	-5	114	-4	-6.3	2	/	2	-2	/

DSG3 Ab inh, entries above that show a hit.
SMILES	SR-BI DiI-HDL act	SUMO Mot1 rescue	NSD2 HMT inh	DSG3 Ab inh	PKA-R1A activ	CDK5 inh	PKA-R2B activ	SR-BI DiI inh	dFosB act	Arrestin-AP2 inh	MITF TRPM1 HTS
FC(F)(F)C1CCCN(c2nsc3ccccc23)C1 (configuration not stated)	-22	155	/	59*	2	4.1	-12	22	1	7	-18

Continued.
SMILES	SR-BI DiI-HDL act	SUMO Mot1 rescue	NSD2 HMT inh	DSG3 Ab inh	PKA-R1A activ	CDK5 inh	PKA-R2B activ	SR-BI DiI inh	dFosB act	Arrestin-AP2 inh	MITF TRPM1 HTS
CCC(CCC(=O)Nc1ccc(S(N)(=O)=O)cc1)C(=O)O (configuration not stated)	27	-8	1	121	-1	1.2	0	-27	2	-5	-4
Nc1n[nH]c(-c2ccc(F)cc2)n1	-6	-8	1	/	-9	-0.9	9	6	6	-11	/
O=C(NCc1ccc2c(c1)OCO2)C1CCCCC1	19	500	0	123	1	0.6	3	-19	3	2	/
Cc1ccc2c(c1)COc1c3ccc(C(=O)NCCO)cc3nn1-2	-14	3	/	109	9	2.2	-8	14	6	-6	102*
O=C(c1ccco1)N1CCN(C(=O)C2CC(c3ccc(F)cc3)=NO2)CC1 (configuration not stated)	-10	10	/	110	-2	-1.5	-6	10	5	2	-21
O=C(Cn1c(NCCO)nc2ccccc21)N1CCN(Cc2ccccc2)CC1	17	81	-2	107	-11	0.5	-3	-17	3	34	-7
Cc1cccc(C(=O)Nc2nnc(-c3ccco3)o2)c1	6	187	-3	100	1	-2.3	-3	-6	-11	-4	-9
Cc1ccc(S(=O)(=O)N2CCN(C(=O)COC(=O)c3cnc(C)cn3)CC2)c(C)c1	11	-5	-1	97	-1	-1.8	-2	-11	0	32	10
Cc1cccc(C)c1NC(=O)COC(=O)c1cccnc1	26	/	0	94	6	-5.2	6	-26	-5	15	-2
CC(C)(C)c1ccc(C(=O)Nc2nnc(C3=COCCO3)o2)cc1	7	-10	-12	100	0	-0.8	9	-7	-4	-3	0
CCN(CC)Cc1c(O)ccc2cc(-c3nc4ccccc4n3C)c(=O)oc12	/	0	-1	100	-1	-4.4	10	/	-10	4	10
CC1CCN(CCCCOc2ccc(Cl)cc2)CC1	1	427*	9	104	6	-0.1	-5	-1	-8	8	-4
Cn1c(-c2ccccc2)n[nH]c1=S	10	-6	-1	114	-8	0.8	-1	-10	-7	15	14
O=C(N/N=C/c1ccc([N+](=O)[O-])s1)c1ccncc1	17	341	-2	89	-2	-1.7	-1	-17	-2	-1	-56
O=S(=O)(Nc1ncnc2sc3c(c12)CCC3)c1ccc2ccccc2c1	-12	/	/	/	2	-4.5	3	12	-3	-3	-3
Cc1cnc(C(=O)OCc2ccc(Br)cc2F)cn1	/	6	-4	/	-2	-0.4	7	/	-9	5	6
COc1ccc(-c2cc(C(=O)N3CCCCC3)no2)cc1OC	8	9	1	121	-2	-1.4	-6	-8	-7	-6	61
CN1C[C@@H]2[C@@H]3C(=O)N(C)C(=O)[C@@H]3[C@](C)(C1=O)N2C(=O)c1ccc(Cl)cc1	49	/	/	106	-4	0.1	-11	-49	4	-8	4
CC(C)Oc1ccc(CC2CC(=O)NC2=O)cc1 (configuration not stated)	6	-3	-4	106	0	-0.1	3	-6	-2	2	/
CCCCCSc1nc2c(c(=O)[nH]c(=O)n2C)n1C	-6	0	/	106	8	-0.2	9	6	3	19	/
CCOC(=O)Cc1csc(NC(=O)c2ccc(S(=O)(=O)N(CCOC)CCOC)cc2)n1	-5	2	-2	100	2	1.7	-5	5	-9	8	5
O=C(Nc1ccc2c(c1)OCO2)N1CCN(c2ccc(F)cc2)CC1	9	0	2	95	-10	-0.1	1	-9	-3	14	35
CCc1ccnc(NC(=O)Nc2ccc(OCc3ccccc3)cc2)c1	-82	-7	-1	100	9	0.0	2	82*	-11	8	-5
Cc1ccc(C(=O)Cn2nnc3ccccc32)cc1[N+](=O)[O-]	5	-21	1	101	-4	5.0	-10	-5	1	-1	/
COc1cccc(CNCc2cccnc2)c1OCc1ccccc1	-8	-7	1	/	15	0.0	1	8	-9	-13	5
CC(C)NC(=O)COc1ncnc2sccc12	20	-14	2	103	5	-2.5	-9	-20	5	-14	-4
CC(C(=O)Nc1nncs1)N1C(=O)C2C3C=CC(C3)C2C1=O (configuration not stated)	1	-6	-3	84	2	-8.8	-12	-1	2	-2	9
O=C(Nc1cccnc1)c1ccc(-c2ccc(Cl)cc2)o1	6	16	-7	113	-10	-0.5	-13	-6	0	-11	34
CC(Oc1ccccc1)C(=O)N=C1SC2CS(=O)(=O)CC2N1Cc1ccc(F)cc1 (configuration not stated)	4	0	-1	102	-5	2.4	-9	-4	-9	-5	-8
COc1ccc(Cl)cc1C(=O)CSc1nnnn1C1CCCC1	-20	-5	-5	106	-5	0.0	-9	20	-7	31	7
CS(=O)(=O)c1ccc(Cl)c(NC(=O)COC(=O)CCCN2C(=O)c3cccc4cccc(c34)C2=O)c1	-3	-5	0	102	2	-2.2	-1	3	-3	-9	-1
O=C(COC(=O)c1cccc(S(=O)(=O)N2CCCCC2)c1)NC1CCCCC1	15	0	0	92	5	-0.7	-7	-15	-11	11	8
N#Cc1c(NC(=O)c2ccccc2)sc2c1CCCCC2	-78	19	/	98	-1	0.7	-4	78*	3	14	44
O=C(COC(=O)c1ccc(F)c(S(=O)(=O)N2CCOCC2)c1)Nc1ccc2c(c1)OCO2	5	/	12	94	4	-4.1	-2	-5	-5	-5	1
CCOc1ccc(NC(=O)CSc2nc3cccnc3n2CC)cc1	-36	/	-4	95	4	-1.2	6	36	-3	-1	-6
Cc1c(C(=O)N2CCCCC2)c(S(=O)(=O)N2CCN(c3ccccc3F)CC2)c(C)n1C	25	-4	1	96	2	-0.3	8	-25	-7	2	-2
CC/C(C)=N\N=C\c1c(O)n(CC)c2cc(C3=NNC(=O)CC3)ccc12	-13	-20	3	/	-11	1.6	-2	13	-11	28	8
COCCn1c(-c2ccc(OC)cc2)cnc1SCC(=O)Nc1ccc(OC)cc1OC	-9	9	6	/	-6	0.2	0	9	1	39	0
CCN(CC)S(=O)(=O)c1ccc(N=N/C(C(C)=O)=C(/C)O)cc1	-29	-16	6	/	-2	1.8	-1	29	7	20	28
CN1C2CCC1CC(NC(=O)c1cc(Cl)cc3[nH]cnc13)C2 (configuration not stated)	7	-14	-1	110	-3	0.8	-2	-7	-7	2	/
O=C1C=C(O)C(n2cncn2)C(c2ccc3c(c2)OCO3)C1 (configuration not stated)	-9	-4	-6	/	8	1.3	6	9	1	-5	5
COC(=O)[C@H](CCSC)NC(=O)N1CCC(C)CC1	7	-2	2	97	1	1.3	5	-7	-3	0	-9
COc1ccc(-n2ccnc(SCC(=O)NCc3ccc(C)cc3)c2=O)cc1Cl	-12	-2	1	94	0	0.0	2	12	3	-3	19
